Furin inh: blocks human furin protease activity | AID 463115 | 0.061% of 220,000 active | inhibition, % at 30 µM | purified furin, fluorogenic substrate cleavage | P09958; in the data active = inhibition above about 25%; also: inactives centre near -15
eIF4E 4G PPI: eIF4E/eIF4G interaction inhibition in translation initiation | P63073+Q04637 | TR-FRET eIF4E-eIF4GI(517-606) binding, 2 h | inhibition, % at 21.7 µM | AID 782 | 0.37% of 220,000 active;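 also: 0% = full FRET control wells and 100% = background wells lacking eIF4GI fragment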
KCC2 mod: modulators of human KCC2 chloride dependent transport. B-score of Tl+ flux slope (higher = more flux/activation; lower = inhibition) at 10 µM. 2.2% of 190,000 active. Q9H2X9. KCC2 cells, thallium flux FluoZin-2 fluorescence. AID 1456;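 active = thallium flux slope and its plate-corrected score both differing from the plate sample mean at a set confidence after two filtering rounds, in either direction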;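 also: slope of fluorescence scaled to starting intensity during 10 to 20 s after thallium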
Rad51 HR inh: blocks human Rad51 in homologous recombination; 0.085% of 200,000 active; hRad51 DNA strand exchange, fluorescence dequenching; Q06609; inhibition, % at 10 µM; AID 1385;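 active = inhibition above 40% at the single screening dose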;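 also: 0% = DMSO control wells and 100% = blanks with heterologous ssDNA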
Target sequence (Q06609 whole entry, looked up): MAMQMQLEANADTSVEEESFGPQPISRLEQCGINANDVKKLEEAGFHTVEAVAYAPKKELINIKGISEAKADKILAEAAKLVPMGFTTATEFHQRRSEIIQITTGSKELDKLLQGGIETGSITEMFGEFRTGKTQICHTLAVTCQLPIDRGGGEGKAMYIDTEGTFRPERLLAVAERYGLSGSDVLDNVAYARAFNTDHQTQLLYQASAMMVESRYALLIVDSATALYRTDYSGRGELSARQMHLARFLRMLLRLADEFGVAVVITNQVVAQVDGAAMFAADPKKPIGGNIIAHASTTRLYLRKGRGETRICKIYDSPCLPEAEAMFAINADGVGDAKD
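Material: Human Rad51 nucleoprotein filaments preassembled on unlabelled ssDNA | Also added: Labelled 47-mer dsDNA for strand exchange | Dosing: Single dose, 10 µM final compound | Schedule: 30-min compound preincubation and 15-min exchange, both room temperature | Technique: Fluorescence dequenching at 485/520 nm | Measure: Percent inhibition relative to plate controls and blanks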
EBV gp42 inh: inhibitors of Epstein-Barr virus glycoprotein 42; Q1HVG2; Fluorescence polarization binding assay, mP read-out; inhibition, % (tested at 21.74 µM); 0.42% of 220,000 active; AID 1085; in the data active = inhibition above about 50%
NCF1 inh: p47phox (human) inhibition; P14598; p47phox/p22phox peptide binding, fluorescence polarization, 2 h; inhibition, % at 24.7 µM; 0.53% of 220,000 active; AID 1274;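 also: 0% = p47phox with labelled peptide and 100% = labelled peptide alone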
Target sequence (P14598 whole entry, looked up): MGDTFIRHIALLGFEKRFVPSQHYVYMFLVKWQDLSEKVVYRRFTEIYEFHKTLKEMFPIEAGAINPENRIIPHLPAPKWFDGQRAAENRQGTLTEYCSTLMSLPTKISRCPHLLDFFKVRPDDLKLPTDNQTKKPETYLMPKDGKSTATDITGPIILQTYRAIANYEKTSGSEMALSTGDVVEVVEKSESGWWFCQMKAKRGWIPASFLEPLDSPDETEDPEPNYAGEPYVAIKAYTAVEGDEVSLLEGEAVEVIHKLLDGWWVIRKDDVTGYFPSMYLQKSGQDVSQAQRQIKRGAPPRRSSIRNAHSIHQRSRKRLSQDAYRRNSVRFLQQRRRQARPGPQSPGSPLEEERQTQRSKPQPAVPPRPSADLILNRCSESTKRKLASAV
KLK5 inh: blocks human kallikrein 5 protease activity. 0.59% of 210,000 active. inhibition, % at 5 µM. recombinant hK5, fluorogenic AMC substrate cleavage;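 active = inhibition of 40% or more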;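 also: 0% = enzyme controls without compound and 100% = no-enzyme blanks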
Thrombin inh: blocks human thrombin protease activity; P00734; alpha-thrombin, Boc-VPR-AMC fluorogenic substrate cleavage; inhibition, % at 5 µM; 0.26% of 220,000 active;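 active = inhibition at or above 40%; inactive = inhibition below 40%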;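 also: 0% = enzyme with no compound and 100% = wells without enzyme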
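signal = AMC fluorescence, 355/460 nm | material = human alpha-thrombin enzyme | control set = enzyme without compound as high, wells lacking enzyme as low | times = reaction at room temperature | read-out basis = percent inhibition scaled between no-compound controls and no-enzyme blanks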
14-3-3 Bad inh: disrupts binding of bovine 14-3-3 zeta to phospho-Bad peptide; P63103; TR-FRET 14-3-3zeta/Dy647-pBad peptide displacement, 1 h; inhibition, % at 21.7 µM; 0.71% of 220,000 active;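 active = inhibition above about 70%, limit read from the data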;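 also: 0% = full 14-3-3 plus peptide FRET controls and 100% = background without 14-3-3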
Target sequence (P63103 whole entry, looked up): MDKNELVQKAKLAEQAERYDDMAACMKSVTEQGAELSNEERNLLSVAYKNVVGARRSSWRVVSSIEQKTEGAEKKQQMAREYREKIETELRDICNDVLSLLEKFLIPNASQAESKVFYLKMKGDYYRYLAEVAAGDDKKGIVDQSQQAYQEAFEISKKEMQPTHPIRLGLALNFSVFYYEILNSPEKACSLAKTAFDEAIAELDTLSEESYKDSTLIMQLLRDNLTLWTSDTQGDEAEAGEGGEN
Active calls of the source: *; i = inactive; . = no result given; [ ] = dose if it differs, or a comment.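 The calls were made as follows, unless noted: active = inhibition above about 30% (limit read from the data); inactive = the rest.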

NCF1 inh	Thrombin inh	KLK5 inh	Rad51 HR inh	KCC2 mod	eIF4E 4G PPI	Furin inh	EBV gp42 inh	14-3-3 Bad inh	molecule
-11	-7	-20	-2	-0.38	-8[fluorescence artefact?]	0	-2	-12	Cc1nc2scc(-c3cccs3)c2c(=O)n1N
-6	1	-8	4	-2.8	19	-14	3	-11	CCCn1nnc2c(=O)oc3ccccc3c21
-3	4	-21	-7	-0.83	2[fluorescence artefact?]	-19	-10	-2	CNC(=O)C(Sc1ccccc1)c1ccccc1 (centres undefined)
-2	-1	12	-4	0.47	3	6	-20	10	CCOC(=O)Cn1c(=O)c2c(nc(N3CCCCC3)n2C)n(C)c1=O
-30	0	3	7	1.1	2	-24	-2	-19	NS(=O)(=O)c1cccc(NC(=O)COC(=O)Cc2ccc(S(=O)(=O)N3CCCCC3)s2)c1
-10	-7	-3	2	-0.28	3	1[20 µM]	1	2	Cc1ccc2c(c1)-c1c(ssc1=S)C(C)(C)N2C(=O)CN1C(=O)c2ccccc2C1=O
5	0	-4	3	-0.24	1	-12	-27	5	CCc1nnc(NC(=O)C2CCN(c3cnccn3)CC2)s1
-7	5	-5	2	0.53	4	-12	-18	10	COc1ccc(N2C(=O)C3CCCN3C2c2cccc(F)c2)cc1Cl (centres undefined)
-7	0	-27	4	.	-14	-13[20 µM]	-9	-10	CCC(C)NC(=O)C1c2ccccc2C(=O)N(c2ccc(OC)cc2)C1c1ccc(OC)cc1 (centres undefined)
-3	0	-4	5	-2	0	-7	-11	-4	O=C(CN1CCN(Cc2ccccc2Cl)CC1)N/N=C/c1ccccn1

Continuation.
NCF1 inh	Thrombin inh	KLK5 inh	Rad51 HR inh	KCC2 mod	eIF4E 4G PPI	Furin inh	EBV gp42 inh	14-3-3 Bad inh	molecule
-9	13	24	-2	1.6	4	-12[20 µM]	-19	11	CCOc1ccc(NC(=O)c2ccco2)cc1
-4	1	-5	19	-0.27	3	-33	-14	5	C[C@@H](C(=O)NCCCCCC(=O)O)n1nnc2ccccc2c1=O
-23	2	-27	-1	-1.2	4	-22	7	10	COC(=O)c1ccccc1NC(=O)CSc1nc(-c2ccco2)cc(C(F)(F)F)n1
-122	1	-20	-175	-0.45	15	4	-81	36	CC(=O)NC1=NC(=O)/C(=C/c2cc(C)n(-c3cccc(C(=O)O)c3)c2C)S1
-8	2	1	4	.	4	-16	-4	4	CN1CCN(c2nc(-c3cccs3)cc(C(F)(F)F)n2)CC1
-17	-1	-9	6	.	-2	4	-14	3	OCCN1CCN(c2nc(-c3ccccc3)nc3c2oc2ccccc23)CC1
3	-5	-30	-12	-0.53	-2	-21[20 µM]	-8	3	CC(c1ccco1)N(C(=O)c1ccc(S(=O)(=O)N2CCCCC2)cc1)c1ccccn1 (centres undefined)
2	-4	-7	1	.	-8	-6[20 µM]	-17	2	CNC(=O)c1sc(SC)cc1-c1ccc(Cl)cc1
-9	7	2	11	-0.44	2	-14	-7	-14	O=C(CCC(=O)Nc1ccc(Br)cc1)N/N=C/c1cc([N+](=O)[O-])ccc1O
-14	2	-12	-18	0.33	1	-17	-5	-5	CN(CC(=O)NNC(=O)c1cccnc1)S(=O)(=O)c1cc(Cl)ccc1Cl

More results follow.
NCF1 inh	Thrombin inh	KLK5 inh	Rad51 HR inh	KCC2 mod	eIF4E 4G PPI	Furin inh	EBV gp42 inh	14-3-3 Bad inh	molecule
-10	4	-13	-1	-0.71	11	-14[20 µM]	-6	-9	COc1ccc2c(c1)c(C(C)=O)c(C)n2-c1ccccc1
23	-1	-1	.	0.099	-5	-5	1	-8	CCC1CCCN1Cn1cnc2c([nH]c3ccccc32)c1=O (centres undefined)
-1	11	40	5	3.9*	4	-9	-14	-7	Cc1ccc(C2(C(F)(F)F)NC(=O)N3CCCN=C3S2)cc1 (centres undefined)
-7	-8	20	-6	1.1	7[fluorescence artefact?]	-4[20 µM]	2	-9	CCCCn1c(-c2nn(C)c(C)c2Cl)n[nH]c1=S
-1	-7	-9	-2	0.94	3	-4	2	-20	O=C(Cn1cnc2ccccc21)N/N=C/c1ccco1
-8	1	4	1	.	-1	-16	-4	-1	COc1ccc(/C(N)=N/OC(=O)Cc2ccc(OC)c(OC)c2)cc1
-20	-4	8	9	-1	1	-11[20 µM]	-14	1	Nc1nonc1-c1nc2ccccc2n1CC(=O)N1CCN(c2ccc(F)cc2)CC1
-25	4	-9	-2	-0.95	8[fluorescence artefact?]	-14[20 µM]	-6	71*	CCCCN(C(=O)Cc1cccs1)c1nnc(-c2cccnc2)s1
-11	-8	-13	-26	-0.77	13	-29	-12	15	Cc1ccccc1NC(=O)C1C2CC/C=C\CCC21 (centres undefined)
-5	-4	-4	20	-0.041	2	-24	-5	0	Cc1csc2c(=O)n(CCO)c(=O)[nH]c12

Other results.
NCF1 inh	Thrombin inh	KLK5 inh	Rad51 HR inh	KCC2 mod	eIF4E 4G PPI	Furin inh	EBV gp42 inh	14-3-3 Bad inh	molecule
5	-3	15	4	0.26	-1	-18	5	-11	CC(C)(C)NC(=O)NC12CC3CC(CC(C3)C1)C2
-10	-1	-11	-7	1.1	0	-8[20 µM]	-2	-3	COc1ccc2c(c1)c(N=O)c(O)n2C
-8	1	-17	-6	-0.54	-6	-10[20 µM]	-13	33	COc1cc(CNCCN2CCOCC2)ccc1OCc1ccccc1Cl
-7	-15	-10	-8	-0.88	-1	-15	2	2[fluorescence artefact?]	O=C(COC(=O)CCCOc1ccc(Cl)cc1Cl)NCc1ccccc1
5	2	-10	-13	-0.82	2	-1[20 µM]	-6	8	Cc1cc(C)c[n+](CC(=O)c2cc3ccccc3oc2=O)c1
-11	0	1	0	.	1	-21[20 µM]	-27	2[fluorescence artefact?]	CC(=O)c1cc(F)c(N2CCN(CCC#N)CC2)cc1C
-2	2	-23	18	-0.86	0	-11[20 µM]	-2	-2	Cn1nc(C(=O)Nc2cccc(C(F)(F)F)c2)ccc1=O
-11	0	-1	-1	-0.47	1	-13	2	1	CCOc1ccc(N2CC(C(=O)NCCN3C(=O)S/C(=C\c4ccc(OC)c(OC)c4)C3=O)CC2=O)cc1 (centres undefined)
-4	-13	1	3	0.31	-2	-13	1	8	O=C(/C=C/c1ccc2c(c1)OCO2)NCC1CCCO1 (centres undefined)
-1	-15	3	8	-0.48	-4	-17	1	-4	Nc1c(Cl)nc(-c2ccccc2)nc1Cl

Remaining list, next part.
NCF1 inh	Thrombin inh	KLK5 inh	Rad51 HR inh	KCC2 mod	eIF4E 4G PPI	Furin inh	EBV gp42 inh	14-3-3 Bad inh	molecule
-7	-9	-16	5	0.13	-1	-17	-24	27	Cn1ncc2c(=O)n(/N=C/c3ccccc3)cnc21
-19	-3	1	.	1.4	-3	-16[20 µM]	-98	7	Cc1ccccc1C(=O)N=c1c(C#N)cc2c(=O)n3cccc(C)c3nc2n1Cc1ccco1
-4	8	34	8	-2	0	-26	-1	-5	CCc1cc(=O)n2[nH]c(C)c(-c3ccccc3OC)c2n1
-3	-10	1	-12	1.2	1	-25	-18	-8	CC1Nc2ccccc2C(=O)N1NC(=O)c1ccc(Br)cc1 (centres undefined)
4	-5	4	-7	-1.1	2	-19	-17	1	CCOC(=O)C1(CCCc2ccccc2)CCN(C(=O)CCn2cnnn2)CC1
-5	4	8	6	.	6	-3[20 µM]	-6	-2	O=C1NC(=O)C2C1C(c1ccccc1)N1C3C(=O)NC(=O)C3C(c3ccccc3)N21 (centres undefined)
-24	-6	-1	-217	i	8	-25[20 µM]	159*	0	Cc1ccc(N2C(=O)c3cccc4c(N5CCN(C)CC5)ccc(c34)C2=O)c2cccnc12
-6	0	-9	9	121*	-2	-8	-3	-7	CC(=O)CSc1ncnc2sc3c(c12)CCC(C)C3 (centres undefined)
-5	1	-19	0	-0.057	10	-15	-19	5	CCCOC(=O)NC(CC)COC(=O)Nc1cccc(C)c1C (centres undefined)
-8	-7	-9	0	0.023	1	-24	-8	13[fluorescence artefact?]	CC(C)c1nnc(NC(=O)c2ccc(S(=O)(=O)N3CCOCC3)cc2)s1

Part of the list above in order of number of heavy atoms, rising:
NCF1 inh	Thrombin inh	KLK5 inh	Rad51 HR inh	KCC2 mod	eIF4E 4G PPI	Furin inh	EBV gp42 inh	14-3-3 Bad inh	molecule
-9	13	24	-2	1.6	4	-12[20 µM]	-19	11	CCOc1ccc(NC(=O)c2ccco2)cc1
5	-3	15	4	0.26	-1	-18	5	-11	CC(C)(C)NC(=O)NC12CC3CC(CC(C3)C1)C2
-11	-8	-13	-26	-0.77	13	-29	-12	15	Cc1ccccc1NC(=O)C1C2CC/C=C\CCC21 (centres undefined)
-11	0	1	0	.	1	-21[20 µM]	-27	2[fluorescence artefact?]	CC(=O)c1cc(F)c(N2CCN(CCC#N)CC2)cc1C
5	0	-4	3	-0.24	1	-12	-27	5	CCc1nnc(NC(=O)C2CCN(c3cnccn3)CC2)s1
-17	-1	-9	6	.	-2	4	-14	3	OCCN1CCN(c2nc(-c3ccccc3)nc3c2oc2ccccc23)CC1

The listing continues.
NCF1 inh	Thrombin inh	KLK5 inh	Rad51 HR inh	KCC2 mod	eIF4E 4G PPI	Furin inh	EBV gp42 inh	14-3-3 Bad inh	molecule
-2	1	1	1	-0.8	-2[fluorescence artefact?]	41*	-8	3[fluorescence artefact?]	CC1(C)CC(=O)C(C=Nc2cccnc2)=C(O)C1
-18	1	-10	.	.	-5	-8	-4	-4	CCOC(=O)Cc1csc(N/N=C/c2ccc(C(F)(F)F)cc2)n1
2	-17	-3	-1	-1	4	-3	-20	7	COc1ccccc1/C=N/OCC(=O)NCc1ccc2c(c1)OCO2
-3	-5	0	-10	0.47	4	-24	-7	-17	CCOC(=O)C1CCCN(C(=O)C(C)(C)Oc2ccc(Cl)cc2)C1 (centres undefined)
7	1	-7	3	0.3	-2	-28	3	-10	CC(NC(=O)NNC(=O)c1ccncc1)(C(F)(F)F)C(F)(F)F
-7	9	-4	-1	0.72	-1	-5	-12	-15	Cc1ccc(CNC(=O)C(=O)NCC2OCCN2C(=O)c2ccc(Cl)cc2)cc1 (centres undefined)
9	9	-4	-8	0.96	-7	-10[20 µM]	-2	-2	O=C(c1ccccc1)c1sc(N2CCCCCC2)nc1-c1ccccc1
3	-12	-23	-1	-0.13	10	-24[20 µM]	-1	2	CC(=O)c1cccc(NC(=O)C=C(C)C)c1
-3	1	1	0	-1.2	-5[fluorescence artefact?]	-16[20 µM]	-16	-4	Cc1nnc(C)n1/N=C/c1ccccc1
-6	-9	-4	.	-1.9	-7	-2	0	5	N#C/C(=N\Nc1ccc(Cl)cc1)C(N)=S

(next part)
NCF1 inh	Thrombin inh	KLK5 inh	Rad51 HR inh	KCC2 mod	eIF4E 4G PPI	Furin inh	EBV gp42 inh	14-3-3 Bad inh	molecule
-12	-2	3	20	0.19	0	-7	-7	1	Cc1ccc(/C=N/NC(=O)CN2CCN(Cc3ccccc3)CC2)s1
-11	1	1	-4	.	1	-16[20 µM]	-15	4	O=C(CC(=O)N/N=C\c1c(Cl)cccc1Cl)NCc1ccccc1
7	-7	-13	22	0.069	14	-12	-7	25	CC(C)(C)C1=CC(=O)C(=O)C(C(C)(C)C)=C1
-1	-6	19	-2	.	2	-20	-7	-6	CC(c1ccccc1)N1C(=O)c2ccccc2C1(O)Cc1ccccc1 (centres undefined)
2	-3	13	.	.	-4	-16	10	-2	Cc1[nH]nc2c1C(c1cccc(OC(=O)N3CCOCC3)c1)C(C#N)=C(N)O2 (centres undefined)
-6	-4	-7	29	-0.073	6	-17	-17	-5	COCCCNC(=O)C1CCC(CNS(=O)(=O)c2ccc(Cl)cc2)CC1 (centres undefined)
-21	-2	-8	-61	0.35	2	-8	0	0	O=c1[nH][nH]c(-c2ccccc2O)c1C(C[N+](=O)[O-])c1ccc(Cl)cc1Cl (centres undefined)
1	3	-4	2	-2.9	5	-17[20 µM]	-12	0[fluorescence artefact?]	COc1ccc(OC)c(NC(=O)CSc2nnc(C3CCCCC3)n2-c2ccccc2)c1

Assay outcomes: PubChem, several laboratories
